# bIAP inh: intestinal alkaline phosphatase (bovine) inhibition | purified bovine IAP, CDP-star luminescence, 30 min | inhibition, % at 20 µM | 190,000 tested, under 10 active | AID 1019;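 active means over 50% inhibition of intestinal alkaline phosphatase at 20 µM in the single-dose screen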
#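 Assay system – bovine IAP enzyme · Quantity – bovine IAP at 1/65,000,000 final dilution · Detection – CDP-star luminescence signal · Times – 30 min reaction at room temperature · Also added – CDP-star substrate at 30 µM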
# Diaph inh CS: diaphorase inhibition or chemical oxidation counter-screen | AID 1217 | inhibition, % at 20 µM | diaphorase resazurin-to-resorufin fluorescence, NADH, 16 min; bacterial (C. kluyveri) enzyme, not human | hit rate 0.69% among 190,000;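 active means primary screen inhibition at 20 µM above a set limit, cut at about 50% in these data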;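 further: plate controls were DMSO with full reaction for no effect and wells lacking NADH for full effect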
#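 Test system: diaphorase enzyme from Clostridium kluyveri; amount: diaphorase at 0.14 U/mL in enzyme working solution; detection: fluorescence of resorufin formed from resazurin, Ex 544/Em 590 nm; times: reaction incubation of 16 min at room temperature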
# PMI act: phosphomannose isomerase (human) activation; purified human PMI, coupled resazurin fluorescence, 20 min; hits give high values; 1 = vehicle control, 0 substrate-free wells; activation factor at 20 µM; hit rate 0.005% among 190,000;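 active means activation factor of 2 or more at 20 µM, relative to plate controls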
# Target sequence (P34949 whole entry, looked up): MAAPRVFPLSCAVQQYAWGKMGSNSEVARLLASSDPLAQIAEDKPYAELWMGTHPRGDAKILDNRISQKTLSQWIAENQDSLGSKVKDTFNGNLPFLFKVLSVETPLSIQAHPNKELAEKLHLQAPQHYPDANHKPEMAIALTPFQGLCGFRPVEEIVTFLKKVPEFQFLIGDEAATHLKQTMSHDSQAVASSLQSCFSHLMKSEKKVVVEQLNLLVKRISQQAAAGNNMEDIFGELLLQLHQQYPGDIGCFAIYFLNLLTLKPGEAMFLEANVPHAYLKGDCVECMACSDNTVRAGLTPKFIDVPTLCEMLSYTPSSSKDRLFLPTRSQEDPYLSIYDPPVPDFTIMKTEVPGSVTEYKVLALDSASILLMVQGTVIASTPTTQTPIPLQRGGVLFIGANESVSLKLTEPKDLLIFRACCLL
# bIAP activator: increases bovine intestinal alkaline phosphatase activity. purified bovine IAP, CDP-star luminescence, 30 min; hits give high values; fold of DMSO-control signal, blank-subtracted. hit rate 0.17% among 200,000. activation factor at 20 µM;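 active means activation factor of 2 or more at 20 µM, a signal rise over negative controls twice the positive control's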
# Lmaj promast: inhibitors of Leishmania major promastigote growth; Leishmania major promastigotes, resazurin fluorescence viability; inhibition, % at 10 µM; hit rate 9% among 200,000; in the data active means inhibition above about 50%;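 further: promastigotes grown with compound for 44 hours at 28 °C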
# TNAP inh no acc: inhibitors of human TNAP without phosphate acceptor | P05186 | purified TNAP, CDP-star luminescence, 30 min | inhibition, % at 20 µM | hit rate 0.26% among 200,000 | AID 1012;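 active means tissue-nonspecific alkaline phosphatase inhibition above about 50% at 20 µM in the single-dose screen, limit read from the data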;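 further: 0% = DMSO negative control and 100% = EDTA positive control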
# Target sequence (P05186 whole entry, looked up): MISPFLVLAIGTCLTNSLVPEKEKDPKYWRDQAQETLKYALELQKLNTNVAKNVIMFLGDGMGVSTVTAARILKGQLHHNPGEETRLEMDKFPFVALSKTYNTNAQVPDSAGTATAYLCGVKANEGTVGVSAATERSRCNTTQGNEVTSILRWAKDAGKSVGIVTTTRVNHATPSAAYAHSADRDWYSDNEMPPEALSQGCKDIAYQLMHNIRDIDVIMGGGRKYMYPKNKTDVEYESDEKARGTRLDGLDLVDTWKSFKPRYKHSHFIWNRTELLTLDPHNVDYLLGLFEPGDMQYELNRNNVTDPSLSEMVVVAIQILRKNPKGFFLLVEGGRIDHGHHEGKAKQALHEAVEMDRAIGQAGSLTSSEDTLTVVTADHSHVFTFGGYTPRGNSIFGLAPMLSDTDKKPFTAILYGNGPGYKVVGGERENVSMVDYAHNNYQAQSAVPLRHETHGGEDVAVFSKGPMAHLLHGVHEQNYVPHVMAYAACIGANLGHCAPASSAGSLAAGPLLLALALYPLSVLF
# TNAP inh hi DEA: TNAP (human) inhibition, high acceptor; P05186; AID 1135; hit rate 0.03% among 200,000; purified TNAP, CDP-star luminescence, 1 M DEA; inhibition, % at 20 µM;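 active means over 50% inhibition of tissue-nonspecific alkaline phosphatase at 20 µM in the single-dose screen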;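 further: plate controls were DMSO wells for no effect and EDTA-quenched wells as full inhibition for full effect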
# Diaph act CS: counter-screen for diaphorase-based assays: diaphorase activators and chemical reducers; Diaphorase/resazurin coupled assay, resorufin fluorescence, 16 min; hits give high values; 1 = vehicle wells, 0 = NADH-free wells; activation factor at 20 µM; hit rate 0.005% among 190,000;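 active means diaphorase activity raised at least twofold by the compound at 20 µM; inactive means activation factor below 2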
#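 Assay system: Purified diaphorase enzyme from Clostridium kluyveri | Amount: Enzyme 0.07 U/mL final | Dosing: Compound 20 µM once, DMSO 1% | Timing: 16 min reaction at room temperature | Detection: Fluorescence, excitation 544 nm and emission 590 nm | Evaluation: Higher resorufin formation from activation or reduction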
# PMI act hi M6P: increases human PMI activity with near-saturating mannose 6-phosphate; P34949; coupled PMI enzyme assay, resazurin fluorescence, 20 min; hits give high values; 1 = untreated enzyme, 0 = substrate-free blank; activation factor at 20 µM; hit rate 0.34% among 190,000;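 active means activation factor of 2 or more at 20 µM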
#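 Technique: Diaphorase-driven resazurin-to-resorufin fluorescence, excitation 544, emission 590 nm | Assay system: Human PMI in coupled enzyme assay | Times: Enzyme reaction with compound 20 min at room temperature | Medium: HEPES-buffered pH 7.4 with magnesium and detergent | Reagent: Mannose-6-phosphate 1.0 mM (near-saturating) plus 0.22 mM NADP+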
# TNAP act hiacc: TNAP (human) activation, high acceptor; AID 1136; purified TNAP, CDP-star luminescence, 1 M DEA, 30 min; hits give high values; 0 = EDTA background, 1 = DMSO-only activity; activation factor at 20 µM; 200,000 tested, under 10 active;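 active means activation factor at least 2 at 20 µM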
#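 Measured by: Luminescent substrate turnover signal | Test system: Human TNAP | Input: TNAP 1/800 final | Dosing: 20 µM single point | Schedule: 30 min, room temperature | Controls: EDTA wells as negative control, DMSO wells as positive control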
# * marks the source's active call; other numbers are inactive results.
1) CC(=O)N(CCCN(C)C)c1nc2ccc(C)cc2s1
2) CCCn1nnnc1SCC(=O)Nc1cccc(NC(=O)c2ccco2)c1
3) O=C1C[C@@H](c2ccc(O)cc2)Oc2cc(O)cc(O)c21
4) O=C(CCn1c(=O)sc2ccccc21)NCc1ccc2c(c1)OCO2
5) O=C(COC(=O)/C=C/c1ccc([N+](=O)[O-])cc1)NCc1ccccc1
6) COCCCN1Cc2cccc(C(=O)O)c2C1=O
assay / compound	1	2	3	4	5	6
bIAP inh	-10	7	4	26	2	2
Diaph inh CS	-1	4	24	-8	4	4
PMI act	1	0.9	0.9	1.1	1	1
bIAP activator	1.1	0.9	1	0.7	1	1
Lmaj promast	-7	32	-3	-4	-7	-2
TNAP inh no acc	2	-4	-10	-8	-2	-16
TNAP inh hi DEA	1	-2	-4	-3	-1	-6
Diaph act CS	1	1	0.8	1.1	1	1
PMI act hi M6P	1	1	0.8	1	1	1
TNAP act hiacc	1	1	1	1	1	1.1

# 3 entries from above, with each value named.
[2] CCCn1nnnc1SCC(=O)Nc1cccc(NC(=O)c2ccco2)c1
  bIAP inh = 7	Diaph inh CS = 4	PMI act = 0.9	bIAP activator = 0.9	Lmaj promast = 32	TNAP inh no acc = -4	TNAP inh hi DEA = -2	Diaph act CS = 1	PMI act hi M6P = 1	TNAP act hiacc = 1
[3] O=C1C[C@@H](c2ccc(O)cc2)Oc2cc(O)cc(O)c21
  bIAP inh = 4	Diaph inh CS = 24	PMI act = 0.9	bIAP activator = 1	Lmaj promast = -3	TNAP inh no acc = -10	TNAP inh hi DEA = -4	Diaph act CS = 0.8	PMI act hi M6P = 0.8	TNAP act hiacc = 1
[4] O=C(CCn1c(=O)sc2ccccc21)NCc1ccc2c(c1)OCO2
  bIAP inh = 26	Diaph inh CS = -8	PMI act = 1.1	bIAP activator = 0.7	Lmaj promast = -4	TNAP inh no acc = -8	TNAP inh hi DEA = -3	Diaph act CS = 1.1	PMI act hi M6P = 1	TNAP act hiacc = 1

# The list goes on.
7) CC(C)C(=O)Nc1cc(S(=O)(=O)Nc2cccc(Cl)c2)ccc1Cl
8) CC(SCc1ccccc1)C(=O)NCc1ccccn1 (stereo unspecified)
9) O=C(Nc1cc(=O)c2ccccc2o1)N1CCCCC1
10) CC(C)=CCN1CCN(Cc2nc(-c3ccccc3)cs2)CC1CCO (stereo unspecified)
11) CCOC(=O)c1sc(SC)nc1N
12) COc1cccc2cc(C(=O)N3CCc4ccccc43)c(=O)oc12
assay / compound	7	8	9	10	11	12
bIAP inh	2	0	-2	-6	12	6
Diaph inh CS	17	16	-3	-8	7	15
PMI act	0.9	0.9	1.1	0.9	1.1	0.9
bIAP activator	1	1	1	1.1	0.9	0.9
Lmaj promast	4	-6	-6	70*	-7	-6
TNAP inh no acc	-15	-1	3	-7	-17	-9
TNAP inh hi DEA	3	-2	-5	-4	-5	-5
Diaph act CS	0.8	0.8	1	1.1	0.9	0.9
PMI act hi M6P	0.9	0.8	1.1	1	1	0.9
TNAP act hiacc	1	1	1.1	1	1.1	1

13) Cc1ccc(C(c2sc3ncnn3c2O)N2CC(C)CC(C)C2)cc1 (stereo unspecified)
14) O=C(COc1ccc(Cl)c(Cl)c1)NN1C(=O)C2C(C1=O)C1C=CC2C12CC2 (stereo unspecified)
15) Clc1ccc(OCc2nc(-c3ccccn3)n[nH]2)cc1
16) Cn1nc(C(F)(F)F)cc1C(=O)NC1CCCCCC1
17) O=C1CC(SC2=NCCS2)C(=O)N1c1ccc(Cl)cc1 (stereo unspecified)
18) CC1CCc2c(sc3ncnc(SCC(=O)c4ccccc4)c23)C1 (stereo unspecified)
assay / compound	13	14	15	16	17	18
bIAP inh	-7	-1	-35	0	10	6
Diaph inh CS	8	5	-8	9	8	11
PMI act	0.9	0.9	1	1.1	1	1
bIAP activator	1.1	1	1.4	1	0.9	0.9
Lmaj promast	-5	2	-1	4	46	-4
TNAP inh no acc	-6	-8	0	3	-15	-3
TNAP inh hi DEA	1	0	0	-2	0	2
Diaph act CS	0.9	1	1.1	0.9	0.9	0.9
PMI act hi M6P	0.9	1	1.1	1	1	1
TNAP act hiacc	1	1	1	1	1	1

# Single entries from the entries so far.
# Under bIAP inh, O=C(COc1ccc(Cl)c(Cl)c1)NN1C(=O)C2C(C1=O)C1C=CC2C12CC2 (stereo unspecified) has the entry -1
# Under TNAP inh hi DEA, O=C1CC(SC2=NCCS2)C(=O)N1c1ccc(Cl)cc1 (stereo unspecified) has the entry 0
# Under bIAP activator, Cn1nc(C(F)(F)F)cc1C(=O)NC1CCCCCC1 has the entry 1
# Under PMI act hi M6P, Cc1ccc(C(c2sc3ncnn3c2O)N2CC(C)CC(C)C2)cc1 (stereo unspecified) has the entry 0.9

# Next section
19) CCS(=O)(=O)Nc1ccc(-c2nnc(SCC(=O)c3ccc(NC(C)=O)c(OC)c3)o2)cc1
20) Cc1cc(C)c2c(-n3cccc3)nn(CC#N)c2n1
21) CNCc1ccccc1OCc1ccc(F)cc1
22) CCOc1ccc(CCNC(=O)C2CCCN2C(=O)OCc2ccccc2)cc1OCC (stereo unspecified)
23) Cn1ncc(N=Cc2ccccc2O)c1C(=O)N1CCOCC1
24) O=C(c1nnc(Cc2ccc(Cl)cc2)o1)N1CCc2ccccc2C1
assay / compound	19	20	21	22	23	24
bIAP inh	8	1	9	-13	13	11
Diaph inh CS	24	2	-11	8	0	13
PMI act	0.9	1.1	1	1	1.1	0.9
bIAP activator	0.9	1	0.9	1.1	0.9	0.9
Lmaj promast	0	-2	5	11	7	-5
TNAP inh no acc	-10	-10	-8	-5	2	-3
TNAP inh hi DEA	-4	-4	1	-2	-7	-2
Diaph act CS	0.8	1	1.1	0.9	1	0.9
PMI act hi M6P	0.9	1.1	1	0.9	1.1	0.8
TNAP act hiacc	1	1	1	1	1.1	1

25) CC(C)Nc1nc(NC(N)=S)nc(NC(C)C)n1
26) O=C1C2C3CCC(C3)C2C(=O)N1Cc1ccco1 (stereo unspecified)
27) Cn1c(=O)cc(N2CCOCC2)[nH]c1=O
28) O=C(c1cnc(N2CCN(c3ncccn3)CC2)c2ccccc12)N1CCN(c2ncccn2)CC1
29) CC1CN(C(=O)c2ccccc2Sc2ccccc2C#N)CC(C)O1 (stereo unspecified)
30) COc1ccc(C(CNC(=O)c2cccc(Br)c2)N2CCCC2)cc1 (stereo unspecified)
assay / compound	25	26	27	28	29	30
bIAP inh	-12	-6	11	-1	14	-2
Diaph inh CS	9	-3	1	11	22	9
PMI act	1	1	0.9	0.9	0.9	1
bIAP activator	1.1	1.1	0.9	1	0.9	1
Lmaj promast	-1	-7	-1	-4	0	54*
TNAP inh no acc	-2	-3	-6	-4	-6	-17
TNAP inh hi DEA	-5	-3	-5	-5	-6	0
Diaph act CS	0.9	1	1	0.9	0.8	0.9
PMI act hi M6P	1	1.1	0.8	0.9	0.9	1
TNAP act hiacc	1	1	1	1	1.1	1

31) COc1ccc(C(C(=O)NC(C)(C)C)N(Cc2ccc(C)cc2)C(=O)CCC(=O)Nc2cc(C)on2)cc1 (stereo unspecified)
32) Cc1ccc(-n2c(C)cc(C(=O)OCC(=O)N(C)C3CCS(=O)(=O)C3)c2C)cc1 (stereo unspecified)
33) CC(C)N(Cc1nc(-c2ccccc2)no1)S(=O)(=O)c1ccccc1
34) COc1ccc(NC(=O)CCN2CCN(S(=O)(=O)c3ccc(OC)cc3)CC2)cc1
35) Cc1nonc1CC(=O)N1CCc2c([nH]c3ccccc23)C1c1ccccc1F (stereo unspecified)
36) O=C(Nc1ccc(Sc2ccc(Br)cc2)cc1)c1ccco1
assay / compound	31	32	33	34	35	36
bIAP inh	-6	-3	0	-6	-14	0
Diaph inh CS	1	14	14	6	30	7
PMI act	1	0.8	0.9	1.1	0.9	0.9
bIAP activator	1.1	1	1	1.1	1.1	1
Lmaj promast	94*	-7	7	-2	34	-2
TNAP inh no acc	-1	-2	-10	-19	-12	-12
TNAP inh hi DEA	1	1	-2	-4	-6	-5
Diaph act CS	1	0.9	0.9	0.9	0.7	0.9
PMI act hi M6P	1	0.9	1	1.1	0.9	1
TNAP act hiacc	1	1	1	1	1.1	1

37) COC(=O)c1ccccc1NC(=O)CSc1nnc(-c2cccnc2)n1C
38) Cc1c(Cl)cccc1NC(=S)/C(=C(\[O-])c1ccc(Cl)s1)[n+]1ccccc1
39) CCOC(=O)c1ccc2c(c1)N(CC(=O)N1CCCCC1)C(=O)C(C)(C)O2
40) c1cc(CNC2C3CC4CC(C3)CC2C4)ccn1 (stereo unspecified)
41) c1ccc2sc(N3CN(CCN4CCOCC4)CN(c4nc5ccccc5s4)C3)nc2c1
42) O=C(CCCn1c(=S)[nH]c2cc3c(cc2c1=O)OCO3)NCc1ccco1
assay / compound	37	38	39	40	41	42
bIAP inh	10	-2	-6	7	-17	0
Diaph inh CS	7	6	22	4	6	17
PMI act	1	0.9	1	1.2	0.9	1
bIAP activator	0.9	1	1.1	0.9	1.2	1
Lmaj promast	0	64*	-4	83*	9	17
TNAP inh no acc	-13	20	-6	-4	-11	-8
TNAP inh hi DEA	-3	5	2	5	-6	0
Diaph act CS	0.9	0.9	0.8	1	0.9	0.8
PMI act hi M6P	0.9	0.8	0.9	1.3	1.1	1
TNAP act hiacc	1	0.9	1	0.9	1.1	1

# Compounds were not picked by outcome; overall some 10% were active at least once.
